Screens (PubChem BioAssay)
PREPL inhibitor: PREPL enzyme inhibitors, primary screen, biochemical, fluorescence polarization; inhibition, % at 5.96 µM; recombinant PREPL, fluorescence polarization activity-based probe; 320,000 tested, 0.68% active; Prolyl endopeptidase-like (Homo sapiens), Q4J6C6; in the data active means inhibition above about 43%;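 further: 0% = enzyme with DMSO and 100% = wells lacking enzyme; many of its hits are not listed in these tables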
Target sequence (Q4J6C6 whole entry, looked up): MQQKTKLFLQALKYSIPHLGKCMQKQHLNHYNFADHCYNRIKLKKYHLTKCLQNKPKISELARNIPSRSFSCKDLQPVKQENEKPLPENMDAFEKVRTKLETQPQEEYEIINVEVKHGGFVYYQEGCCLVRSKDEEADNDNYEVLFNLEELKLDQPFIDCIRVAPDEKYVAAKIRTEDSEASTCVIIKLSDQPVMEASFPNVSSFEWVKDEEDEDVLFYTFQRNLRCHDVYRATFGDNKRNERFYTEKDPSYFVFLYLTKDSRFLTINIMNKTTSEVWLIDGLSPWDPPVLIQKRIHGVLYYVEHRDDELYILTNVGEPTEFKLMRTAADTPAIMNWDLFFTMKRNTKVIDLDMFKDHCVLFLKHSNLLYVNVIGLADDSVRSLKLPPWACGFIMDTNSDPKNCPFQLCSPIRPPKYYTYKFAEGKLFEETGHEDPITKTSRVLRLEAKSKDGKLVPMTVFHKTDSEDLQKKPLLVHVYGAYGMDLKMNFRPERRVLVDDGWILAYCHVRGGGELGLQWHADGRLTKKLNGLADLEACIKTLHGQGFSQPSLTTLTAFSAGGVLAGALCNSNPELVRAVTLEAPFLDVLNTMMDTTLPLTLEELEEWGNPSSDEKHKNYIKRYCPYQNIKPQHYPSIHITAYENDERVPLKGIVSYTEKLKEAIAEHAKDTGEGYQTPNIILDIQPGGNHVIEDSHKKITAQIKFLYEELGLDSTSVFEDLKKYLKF
PME-1 inh: PME-1 inhibitors via competitive probe labeling, primary screen, biochemical, fluorescence polarization, FP-Rh probe, HTS; Protein phosphatase methylesterase 1 (Homo sapiens), Q9Y570; recombinant PME-1; inhibition, % at 5.9 µM; 320,000 tested, 0.53% active; AID 2130, 2009;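 active means inhibition above the campaign mean of all compounds plus 3 SD, cut at about 26% in these data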;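 further: competitive labeling of PME-1 active site by serine hydrolase directed probe; 0% = PME-1 with DMSO and 100% = wells lacking PME-1 enzyme; inhibitors block probe labeling so polarization falls and inhibition rises; many of its hits are not listed in these tables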
PAFAH1B2 FP inh: PAFAH1B2 enzyme inhibitors, primary screen, biochemical, fluorescence polarization, human; Platelet-activating factor acetylhydrolase IB subunit alpha2 (Homo sapiens), P68402; AID 492953, 2010; inhibition, % at 3.39 µM; recombinant PAFAH1B2, FP-rhodamine activity probe; 340,000 tested, 1.2% active;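 active means inhibition above the mean of all tested compounds plus 3 SD, cut at about 24% in these data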;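 further: 0% = enzyme with DMSO and 100% = wells lacking PAFAH1B2; many of its hits are not listed in these tables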
GSTO1 inh: inhibitors of recombinant GSTO1, primary screen, counter-screen for RBBP9 inhibitor project, biochemical, fluorescence polarization; AID 1974, 2009; 300,000 tested, 1.1% active; activity-based probe fluorescence polarization; inhibition, % at 5.96 µM; Glutathione S-transferase omega-1 (Homo sapiens), P78417;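 active means inhibition above the campaign mean inhibition plus 3 SD, cut at about 35% in these data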;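 further: 0% = GSTO1-1 with DMSO and 100% = wells lacking GSTO1-1 enzyme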
LYPLA1 counter: LYPLA1 inhibitors, primary screen, counter-screen for PME1 inhibitor project, biochemical, fluorescence polarization, FP-Rh probe ABPP; Acyl-protein thioesterase 1 (Homo sapiens), O75608; recombinant LYPLA1; inhibition, % at 5.9 µM; 320,000 tested, 0.16% active;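 active means inhibition above the mean of all tested compounds plus 3 SD, set per campaign, cut at about 14% in these data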;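 further: inhibitors block serine hydrolase probe labeling of LYPLA1 so polarization falls; 0% = enzyme with DMSO and 100% = wells lacking LYPLA1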
Target sequence (O75608 whole entry, looked up): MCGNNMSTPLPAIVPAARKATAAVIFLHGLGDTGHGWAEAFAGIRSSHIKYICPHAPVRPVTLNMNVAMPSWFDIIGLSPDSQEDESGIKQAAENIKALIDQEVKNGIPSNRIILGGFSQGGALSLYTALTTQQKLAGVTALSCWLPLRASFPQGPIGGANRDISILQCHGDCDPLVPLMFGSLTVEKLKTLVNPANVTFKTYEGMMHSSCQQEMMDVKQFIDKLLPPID
pPAFAH inh: pPAFAH enzyme inhibitors, primary screen, biochemical, fluorescence polarization, human; Platelet-activating factor acetylhydrolase (Homo sapiens), Q13093; recombinant pPAFAH, FP-rhodamine probe fluorescence polarization; inhibition, % at 3.39 µM; 330,000 tested, 1.5% active; AID 463082, 2010;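 active means inhibition above the mean inhibition across the screen plus 3 SD, cut at about 25% in these data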;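 further: inhibitors block binding of the rhodamine activity-based probe so polarization drops; 0% = enzyme with DMSO and 100% = wells lacking pPAFAH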
PAD4 FP inh: human PAD4 inhibitors, primary screen, biochemical, fluorescence polarization, 1536-well format | recombinant PAD4, RCA probe fluorescence polarization | AID 485272, 2010 | Protein-arginine deiminase type-4 (Homo sapiens), Q9UM07 | 330,000 tested, 0.41% active | inhibition, % at 6.36 µM;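 active means percent inhibition above a cutoff equal to the mean of all tested compounds plus 3 SD, cut at about 15% in these data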;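 further: 0% = PAD4 with RCA probe and DMSO and 100% = probe without PAD4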
PAFAH1B3 inh: PAFAH1B3 enzyme inhibitors, primary screen, biochemical, fluorescence polarization, human; 340,000 tested, 0.28% active; Platelet-activating factor acetylhydrolase IB subunit alpha1 (Homo sapiens), Q15102; inhibition, % at 3.39 µM; recombinant PAFAH1B3, FP-rhodamine probe;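 active means inhibition above the screen-wide average of all tested compounds plus 3 SD, cut at about 25% in these data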;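 further: 0% = enzyme with DMSO only and 100% = wells lacking PAFAH1B3 protein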
LYPLA2 counter: LYPLA2 inhibitors, primary screen, counter-screen for PME1 inhibitor project, biochemical, fluorescence polarization, FP-Rh probe ABPP; 320,000 tested, 0.38% active; inhibition, % at 5.9 µM; recombinant LYPLA2; AID 2177, 2009; Acyl-protein thioesterase 2 (Homo sapiens), O95372;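 active means inhibition above the screen-wide mean plus 3 SD, limit set per campaign, cut at about 26% in these data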;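 further: 0% = LYPLA2 with DMSO and 100% = wells lacking LYPLA2 enzyme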
Active calls of the source: *; / = no result given. The list is partial; count on the stated rates, not on these rows.

Molecule,PREPL inhibitor,PME-1 inh,PAFAH1B3 inh,LYPLA2 counter,pPAFAH inh,PAD4 FP inh,PAFAH1B2 FP inh,GSTO1 inh,LYPLA1 counter
NC(=O)C[n+]1cccc(C(=O)Nc2ccccc2)c1,-5.1,-1.9,8.8,-2.2,0.1,-0.4,1.2,5.1,-1.3
Cc1cccc(C(=O)N2CCN=C2SCc2ccc([N+](=O)[O-])cc2)c1,6.7,7.0,-1.1,7.8,1.8,0.1,0.2,10.5,2.8
Cc1cccc(C)c1Nc1nnc(SCC(=O)NCc2cccs2)s1,-1.0,-1.7,4.9,-2.3,2.1,1.8,8.4,-2.5,4.2
Cc1cc(C)c(S(=O)(=O)N2CCN=C2c2ccccc2)c(C)c1,6.2,0.5,8.0,-5.1,-3.6,4.6,-2.0,1.1,-5.1
CC(=O)N1CCN(c2ccc(NC(=O)c3ccc4c(c3)OCO4)cc2)CC1,8.5,-0.4,-1.6,1.1,18.8,-4.0,4.7,-7.1,0.6
CCc1ccc(Nc2cnn(C34CC5CC(CC(CC(=O)O)(C5)C3)C4)c(=O)c2Cl)cc1,-8.1,-6.5,3.6,-1.9,0.5,0.2,-6.1,-2.8,-1.6
COc1ccc(CCNC(=O)C(=O)NCCC2CCCCN2S(=O)(=O)c2cccs2)cc1 (configuration not stated),8.2,2.0,8.7,2.4,11.7,-1.4,10.1,5.6,4.1
Cc1ccc(C(=O)NCc2ccc(N3CCN(C)CC3)cc2)cc1C,39.7,6.7,-4.1,10.5,3.7,1.4,4.7,-2.5,1.1
CCCC(=O)NC(C)C(c1cccs1)N1CCN(c2ccccc2)CC1 (configuration not stated),19.2,-0.6,0.0,1.5,1.6,-1.9,3.1,-3.9,1.2
Cc1ccc(SCCNC(=O)c2ccc(C)c(S(=O)(=O)Nc3cccc(C)c3)c2)cc1,2.2,-47.1,-5.8,-58.3,29.7*,-0.9,20.6,-14.4,-31.1
COC(=O)c1ccc(NC(=O)c2ccc(C)cc2)o1,5.7,0.3,11.2,-2.3,4.1,-8.4,4.6,-3.8,1.9
CCn1c2ccccc2c2nnc(SCC(=O)Nc3cc(C)on3)nc21,23.5,-3.6,-5.7,8.2,4.2,-2.0,5.4,-3.6,3.5
CCOC(=O)[C@@H]1[C@H]2COc3cc(OC)ccc3[C@H]2N2C(=O)N(c3ccc(C(F)(F)F)cc3)C(=O)[C@]12C,-106.1,/,6.6,/,-9.2,0.1,-12.4,/,/
C[C@H](C(=O)O)c1cccc(C(=O)c2ccccc2)c1,-7.0,-5.8,7.2,8.3,3.2,0.4,0.6,3.3,0.8
CC1(C)NC(=O)N(CC(O)COc2ccccc2C(=O)Nc2ccccc2)C1=O (configuration not stated),0.5,-1.3,4.3,2.3,3.9,6.9,1.5,3.4,2.5
COC(=O)CN1C(=O)[C@H]2[C@@H](/C=C/c3ccccc3)N3C(=O)CN(Cc4ccccc4)C(=O)[C@@]3(Cc3ccccc3)[C@H]2C1=O,-1.6,-2.7,6.4,0.4,3.7,-2.5,0.3,-3.6,-1.4

Part of the list above in order of formula weight, high to low.
Molecule,PREPL inhibitor,PME-1 inh,PAFAH1B3 inh,LYPLA2 counter,pPAFAH inh,PAD4 FP inh,PAFAH1B2 FP inh,GSTO1 inh,LYPLA1 counter
COC(=O)CN1C(=O)[C@H]2[C@@H](/C=C/c3ccccc3)N3C(=O)CN(Cc4ccccc4)C(=O)[C@@]3(Cc3ccccc3)[C@H]2C1=O,-1.6,-2.7,6.4,0.4,3.7,-2.5,0.3,-3.6,-1.4
CC1(C)NC(=O)N(CC(O)COc2ccccc2C(=O)Nc2ccccc2)C1=O (configuration not stated),0.5,-1.3,4.3,2.3,3.9,6.9,1.5,3.4,2.5
CCCC(=O)NC(C)C(c1cccs1)N1CCN(c2ccccc2)CC1 (configuration not stated),19.2,-0.6,0.0,1.5,1.6,-1.9,3.1,-3.9,1.2
CCn1c2ccccc2c2nnc(SCC(=O)Nc3cc(C)on3)nc21,23.5,-3.6,-5.7,8.2,4.2,-2.0,5.4,-3.6,3.5

More entries follow:
Molecule,PREPL inhibitor,PME-1 inh,PAFAH1B3 inh,LYPLA2 counter,pPAFAH inh,PAD4 FP inh,PAFAH1B2 FP inh,GSTO1 inh,LYPLA1 counter
O=C(COc1ccc(Br)cc1Br)NC(=S)N1CCCc2ccccc21,25.0,7.4,-1.7,5.2,14.9,12.0,6.0,5.9,0.0
O=C(Cn1cnc2c(cnn2-c2ccc(Cl)cc2)c1=O)NCCc1ccccc1,-0.8,-2.4,-1.1,8.7,0.6,1.6,2.5,2.2,1.8
CN(C)S(=O)(=O)c1cccc(-c2nnc(-c3ccccc3)o2)c1,5.0,7.0,7.0,2.3,3.5,-2.5,-2.8,1.8,2.3
Oc1ccccc1CNCCCNCc1ccccc1O,0.6,-3.2,1.9,-0.8,-3.8,-4.2,4.8,0.3,-2.8
COCCCN1C(=O)c2ccc(C(=O)Nc3ccc(OC)cc3OC)cc2C1=O,12.5,3.0,-0.5,4.9,-2.5,-6.2,1.6,5.4,3.3
COc1cc(CC(=O)Nc2nc(C)cs2)cc(OC)c1OC,7.2,-3.7,7.7,-1.7,1.6,3.4,5.5,7.1,-2.0
O=C(CCc1c[nH]c2ccccc12)NCc1ccncc1,12.6,-1.1,6.6,-1.0,-2.1,-0.3,-0.8,4.1,2.1
O=C(CCCn1c(SCC(=O)c2ccc(F)cc2)nc2ccccc2c1=O)NCc1ccccc1,1.6,-1.9,3.9,1.9,3.3,-0.4,3.2,-12.6,1.1
CCOC(=O)c1cnn(-c2nc(-c3ccccc3)nc3c2COC(C)(C)C3)c1N,-11.7,-4.8,-1.3,-6.9,0.0,-0.9,1.9,5.8,-2.4
COc1ccc(CNC(=O)COC(=O)c2ccc(C)c(S(=O)(=O)N3CCOCC3)c2)cc1,2.3,/,4.1,/,13.3,-3.2,1.8,/,/
CSc1cccc(NS(=O)(=O)c2ccc3c(c2)CCN3C(C)=O)c1,1.9,-2.8,12.4,6.9,14.3,-1.3,5.1,9.8,1.2
O=C(NN1C(=O)C2C3C=CC(C4CC34)C2C1=O)c1cccc(Cl)c1 (configuration not stated),2.1,-0.4,-1.1,1.6,6.0,-0.3,3.0,5.7,2.6
CCC(C)NC(=O)CSc1nc2ccc(N3CCOCC3)cc2c(=O)n1CCc1ccccc1 (configuration not stated),2.9,5.2,/,-0.8,4.7,1.1,/,18.7,-3.3
CC1(C)CC(N2CCCC2)=CC(=[N+]2CCCCCC2)C1,23.4,-0.1,-6.0,11.4,-0.8,2.2,2.9,-3.3,-0.2
CNC(=S)Nc1ccc2nc(C)oc2c1,-6.7,-1.6,-4.2,9.4,-0.3,-0.9,-0.1,2.1,7.7
CCN(Cc1cc2ccccc2[nH]c1=O)S(=O)(=O)c1ccccc1,-3.5,0.9,1.3,-1.9,7.8,-4.7,3.7,-6.3,3.0
COC(CN(C)C(=O)C1CCC(CNS(=O)(=O)c2ccc(C)cc2)CC1)OC (configuration not stated),-3.6,8.9,-0.7,-2.1,24.6*,-3.1,5.8,0.9,-2.2
CC(=O)Oc1ccc2c(c1)Oc1cc(OC(C)=O)ccc1C21OC(=O)c2ccccc21,95.2*,120.9*,129.0*,119.1*,99.3*,99.0*,110.3*,72.0*,105.8*
Cc1[nH]ccc(=O)c1OC1OC(CO)C(O)C(O)C1O (configuration not stated),-2.0,1.6,5.0,-1.8,0.2,-1.1,1.0,0.3,-2.0
Cc1nc(NC(=O)c2ccccc2)sc1-c1csc(NCc2ccco2)n1,23.9,18.6,-4.9,-12.6,13.8,-8.0,-2.7,-14.8,-11.5
O=C(Nc1ccccc1)[C@@H]1[C@@H]2C(=O)N(c3ccc(F)cc3)C(=O)[C@@H]2[C@H]2C=CC=NN21,9.9,-3.7,0.9,-4.2,7.1,5.7,5.4,3.3,-3.8
COc1ccccc1OCc1ccc(C(=O)OCC2CCCO2)o1 (configuration not stated),-17.3,2.8,7.9,3.5,2.5,-1.5,-0.7,1.2,1.4
COc1ccc(OC)c(-n2c(=S)[nH]c3c(sc(=S)n3-c3ccccc3C)c2=O)c1,-3.6,3.9,-1.0,5.0,3.5,-4.5,-2.5,2.7,-0.1
CCn1cc(C(=O)N2CCN(c3ccccc3F)CC2)c(=O)c2ccc(C)nc21,-1.6,0.5,-4.2,4.5,1.1,8.7,-1.3,6.3,4.5
COc1ccc(/C=C(\NC(=O)c2ccccc2)C(=O)NCCN2CCOCC2)cc1OC,2.5,0.9,-3.6,-4.0,4.3,2.4,1.6,1.5,-3.1
CCSC1=N/C(=C\c2ccccc2)C(=O)N1c1ccc(OC)cc1,7.3,-3.5,15.3,3.5,1.6,3.6,1.2,9.2,2.0
COc1cc(C(=O)c2nccc3cc(OC)c(OC)cc23)c([N+](=O)[O-])cc1OC,2.4,3.3,40.5*,6.5,1.7,40.0*,2.0,55.3*,-0.5
CCOc1ccc(-n2c(N)c(-c3nc4ccccc4n3C)c3nc4ccccc4nc32)cc1,6.4,-0.2,7.6,-1.7,2.8,1.5,-2.3,1.6,0.7
CCOc1cc(N2CCOCC2)c(OCC)cc1NC(=O)COC(=O)CCOc1cc(C)ccc1C,15.3,5.3,-3.1,0.7,11.6,2.6,-5.0,5.9,3.0
O=C(N1CCCCC1)N1CCN(c2ccc(Cl)cc2)CC1,36.8,-6.2,5.7,6.9,7.6,-0.4,7.2,3.1,4.5
CCCCSC(=S)NC1CCS(=O)(=O)C1 (configuration not stated),0.9,-5.7,2.7,3.9,2.2,2.2,5.9,1.5,0.4
O=C(Nc1ccncc1)C1CC(=O)N(c2ccc(F)cc2)C1 (configuration not stated),-5.4,6.7,7.8,6.0,2.9,1.0,0.4,0.1,-2.4

Looked up by structure from above, two records:
Molecule,PREPL inhibitor,PME-1 inh,PAFAH1B3 inh,LYPLA2 counter,pPAFAH inh,PAD4 FP inh,PAFAH1B2 FP inh,GSTO1 inh,LYPLA1 counter
CCCCSC(=S)NC1CCS(=O)(=O)C1 (configuration not stated),0.9,-5.7,2.7,3.9,2.2,2.2,5.9,1.5,0.4
CCOc1ccc(-n2c(N)c(-c3nc4ccccc4n3C)c3nc4ccccc4nc32)cc1,6.4,-0.2,7.6,-1.7,2.8,1.5,-2.3,1.6,0.7
